MITF primary: human MITF inhibition, primary screen | O75030 | AlphaScreen MITF homodimerization, bead proximity signal | inhibition, % at 2.6 µM | actives 0.91% (n = 650,000) | AID 1259374; in the data active = inhibition above about 50%;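 also: 0% = vehicle wells with protein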
Target sequence (O75030 whole entry, looked up): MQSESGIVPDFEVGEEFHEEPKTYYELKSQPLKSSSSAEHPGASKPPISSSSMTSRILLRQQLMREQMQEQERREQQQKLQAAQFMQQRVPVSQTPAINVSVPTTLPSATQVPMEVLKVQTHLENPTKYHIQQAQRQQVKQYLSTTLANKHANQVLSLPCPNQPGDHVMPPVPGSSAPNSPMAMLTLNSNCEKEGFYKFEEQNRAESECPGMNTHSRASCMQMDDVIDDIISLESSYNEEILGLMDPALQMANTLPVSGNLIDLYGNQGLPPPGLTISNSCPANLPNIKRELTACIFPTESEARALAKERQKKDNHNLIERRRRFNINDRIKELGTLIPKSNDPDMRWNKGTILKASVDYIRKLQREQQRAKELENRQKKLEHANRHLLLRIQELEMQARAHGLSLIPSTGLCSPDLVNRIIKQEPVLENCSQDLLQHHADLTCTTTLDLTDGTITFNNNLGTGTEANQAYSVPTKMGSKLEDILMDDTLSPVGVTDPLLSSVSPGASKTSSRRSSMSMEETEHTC
GPR151 ag: activators of human GPR151 | PathHunter beta-arrestin GPR151 cells, luminescence | activation, % at 11.2 µM | Q8TDV0 | actives 1% (n = 650,000); in the data active = activation above about 4.9%;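 also: 0% = median of compound wells and 100% = cells with positive control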
Target sequence (Q8TDV0 whole entry, looked up): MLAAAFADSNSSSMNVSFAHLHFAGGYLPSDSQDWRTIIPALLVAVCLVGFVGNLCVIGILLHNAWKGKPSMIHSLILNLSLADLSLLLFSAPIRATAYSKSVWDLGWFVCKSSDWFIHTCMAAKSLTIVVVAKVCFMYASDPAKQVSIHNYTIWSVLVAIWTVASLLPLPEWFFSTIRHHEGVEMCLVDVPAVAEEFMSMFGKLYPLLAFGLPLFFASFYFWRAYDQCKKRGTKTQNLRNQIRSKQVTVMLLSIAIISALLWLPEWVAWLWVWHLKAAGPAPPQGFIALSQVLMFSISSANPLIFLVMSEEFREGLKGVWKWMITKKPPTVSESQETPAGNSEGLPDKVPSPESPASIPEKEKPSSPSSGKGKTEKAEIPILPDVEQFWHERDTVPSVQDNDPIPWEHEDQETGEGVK
TEAD-YAP inh: TEAD-YAP interaction inhibition; HEK-TIYL cells, TEAD-Gal4/YAP UAS-luciferase luminescence; inhibition, % at 9.12 µM; actives 1.4% (n = 640,000); in the data active = inhibition above about 32%;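 also: 0% = median of test compound wells and 100% = reference inhibitor wells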
FBW7 activator: activators of human E3 ligase FBW7 | actives 0.13% (n = 650,000) | normalized activity (activation), % at 26.1 µM | AlphaScreen FBW7–phospho-cyclin E peptide binding, activator screen | AID 1259310 | Q969H0; in the data active = normalized activity above about 1.9%;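 also: purified mutant Fbw7 with reduced substrate affinity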
* marks the source's active call; other numbers are inactive results; / = not tested or not shown.

SMILES	MITF primary	GPR151 ag	TEAD-YAP inh	FBW7 activator
CCNC(=O)[C@@H]1C[C@H](NCc2ccc(F)c(F)c2)CN1Cc1cccc(Cl)c1	9	0.0	-3	0.3
O=C(C1CC1)N1CCc2cc(S(=O)(=O)N3CCCC3)ccc21	11	-0.1	1	0.0
O=C(c1ccccc1[N+](=O)[O-])N1CCN(S(=O)(=O)c2ccc3ccccc3c2)CC1	-20	-1.1	7	-0.3
O=C(NCCCN1CCCC1=O)c1csc(NCc2cccnc2)n1	-3	0.5	2	-0.1
COc1ccc(-c2cc(C(=O)NCc3ccc4c(c3)OCO4)[nH]n2)cc1	-17	0.5	-11	-0.1
CC(C)(C)NC(=O)CSc1nnnn1-c1ccc(O)cc1	4	0.4	-8	0.0
CCSc1nc2n(n1)C(c1ccccc1F)C1=C(CCCC1=O)N2 (stereo unspecified)	13	-0.6	1	0.0
COc1cccc(Cn2c3cc(C)sc3c3cnn(CC(=O)N4CCCC4)c(=O)c32)c1	7	0.0	-18	0.3
CC(CCc1ccccc1)Nc1cc(N2CCN(S(=O)(=O)c3ccc(Cl)cc3)CC2)ccc1[N+](=O)[O-] (stereo unspecified)	4	-1.4	4	-0.2
Cc1ccc2nc3c(cc(C#N)c(=O)n3Cc3ccccc3)c(=O)n2c1	10	-0.6	8	1.0
COc1ccc(CN2CCN(S(=O)(=O)c3ccc(Cl)cc3)CC2)c(OC)c1	38	0.1	-3	0.0
O=C1c2ccccc2C(=O)c2c1ccc(C(=O)N1CCN(CCO)CC1)c2NCCO	44	-1.7	-12	0.0

As entered above.
O=C(c1ccccc1[N+](=O)[O-])N1CCN(S(=O)(=O)c2ccc3ccccc3c2)CC1 in TEAD-YAP inh = 7
CCNC(=O)[C@@H]1C[C@H](NCc2ccc(F)c(F)c2)CN1Cc1cccc(Cl)c1 in GPR151 ag = 0.0

Grouped by structure: the entries above with an aryl methoxy group
SMILES	MITF primary	GPR151 ag	TEAD-YAP inh	FBW7 activator
COc1ccc(-c2cc(C(=O)NCc3ccc4c(c3)OCO4)[nH]n2)cc1	-17	0.5	-11	-0.1
COc1cccc(Cn2c3cc(C)sc3c3cnn(CC(=O)N4CCCC4)c(=O)c32)c1	7	0.0	-18	0.3
COc1ccc(CN2CCN(S(=O)(=O)c3ccc(Cl)cc3)CC2)c(OC)c1	38	0.1	-3	0.0

Next entries.
SMILES	MITF primary	GPR151 ag	TEAD-YAP inh	FBW7 activator
CCOc1cc(C(=O)Nc2nc(C)c(C(=O)N(C)C)s2)cc(OCC)c1OCC	-6	-0.9	8	-0.1
COc1cccc(-c2ccc(NC(=O)C3CCCN(Cc4cccnc4)C3)cc2)c1 (stereo unspecified)	-8	-1.7	2	0.1
CCC(C)NC(=O)Cn1c(=O)cnc2ccccc21 (stereo unspecified)	4	1.2	-16	-0.1
Cc1ccccc1CN1C(=O)CSc2ccc(C(=O)NC3CCC(C)CC3)cc21 (stereo unspecified)	15	-0.4	0	0.0
COCCC(=O)N1CCC(C(Cc2ccccc2F)N(C)Cc2cn(C)nc2C)CC1 (stereo unspecified)	13	-0.8	-6	0.2
Cc1ccc(-n2c(SCC(=O)NC(C)(C)C)nnc2-c2ccncc2)cc1	4	0.6	6	0.0
Cc1ccc(C2=NC(C(C)C)NC(c3cc(Cl)ccc3O)C2)cc1 (stereo unspecified)	7	0.4	22	-0.1
Cc1ccc(C2CC(C(F)(F)F)n3ncc(C(=O)NCc4ccc5c(c4)OCO5)c3N2)cc1 (stereo unspecified)	14	2.3	2	-0.1
COc1ccc(CNC(=O)C2CCCN(c3nccc(C)n3)C2)cc1 (stereo unspecified)	18	0.0	2	0.0
O=C(NCc1ccccc1F)C(=O)NCC(c1ccc2c(c1)OCO2)N1CCOCC1 (stereo unspecified)	12	-1.7	4	0.6
O=C1CSc2cc(S(=O)(=O)NCc3ccccn3)ccc2N1	10	0.3	1	-0.2
NC1=NN=C(c2ccc3c(c2)OCCO3)CS1	1	-0.1	-13	0.4
Cc1cc(O)cc(C)c1NS(=O)(=O)c1ccccc1	-11	-1.9	-9	0.1
CC1CC(C)(C)NC(=S)N1CC(=O)NCc1ccccc1Cl (stereo unspecified)	22	-1.4	14	0.2
CC(=O)N1N=C(c2c(-c3ccccc3)c3cc(Cl)ccc3[nH]c2=O)CC1c1ccccn1 (stereo unspecified)	7	0.2	14	0.0
O=C(COc1ccc(Cl)cc1)N/N=C/c1ccncc1	-2	0.7	-2	0.0
Cn1c(=O)c2c(nc(NCCCO)n2Cc2cccc(F)c2)n(C)c1=O	-4	2.2	-4	0.1
CCOC(=O)Cn1c(=O)c2c(nc3n(Cc4ccccc4)c(C)c(C)n23)n(C)c1=O	13	0.0	4	0.3
C#CCCCO/N=C1\C[C@@H](O)[C@@H](O)[C@@H]2[C@@H]3C(=O)N(Cc4ccccc4)C(=O)[C@@H]3CC[C@H]12	18	4.1	/	0.1
CCOc1ccccc1-n1c(=S)sc2c(=O)n(-c3ccccc3)c(SCC(=O)N(CC)CC)nc21	-2	1.3	-5	0.0
O=c1oc(-c2ccccc2Cl)nc2sc3c(c12)CCCC3	20	0.4	2	0.6
COc1ccccc1C1C2=C(CC(C)(C)CC2=O)Nc2nnnn21 (stereo unspecified)	8	0.3	-5	0.1
Cc1ccc(-n2nnnc2SCC(=O)Nc2nn(-c3ccccc3)nc2C(N)=O)cc1C	4	1.3	15	-0.1
O=C(Nc1cccc2c1C(=O)c1ccccc1C2=O)c1cc(=O)c2ccccc2o1	-13	1.5	7	0.1
Cc1ccc([N+](=O)[O-])cc1NC(=O)CSc1nnnn1C1CC2CCC1C2 (stereo unspecified)	7	1.9	-1	-0.1
Nc1nc2cc(S(=O)(=O)N3CCCC3)ccc2o1	16	0.2	7	0.2
CC(O)CNC(=O)c1cnn(-c2ncc3c(n2)-c2ccccc2CCC3)c1C1CC1 (stereo unspecified)	-13	-0.4	-13	0.0
O=C(CN1C(=O)/C(=C\c2ccccc2Br)Oc2ccccc21)NC1CC1	-6	0.6	-4	0.0
O=C(NNc1nc(-c2cccs2)cs1)c1ccc(Cl)cc1	4	0.7	1	-0.1
O=S(=O)(N/N=C/c1cccc2cccnc12)c1ccc(Cl)cc1	13	-0.2	2	0.1
CCCNS(=O)(=O)c1ccc(Cl)c(C(F)(F)F)c1	-21	1.0	-7	-0.1
CCOc1ccc(C(C)NC(=O)CCc2ccccc2)cc1 (stereo unspecified)	-6	-0.1	-1	-0.1
COc1cccc(C(=O)Nc2c3c(nn2-c2ccc([N+](=O)[O-])cc2)CSC3)c1	-1	-2.2	-1	-0.2
CCOC(=O)c1ccccc1NC(=O)c1ccoc1C	11	1.4	7	0.3
NC1=NC(=O)CC(C(=O)Nc2cccc(Cl)c2)S1 (stereo unspecified)	15	-1.5	4	0.3
CCCCNC(=O)c1cc2c(=O)n3ccccc3nc2n1C	13	4.7	-46	0.2

2 records picked at random from those above, as already listed:
SMILES	MITF primary	GPR151 ag	TEAD-YAP inh	FBW7 activator
NC1=NC(=O)CC(C(=O)Nc2cccc(Cl)c2)S1 (stereo unspecified)	15	-1.5	4	0.3
CCOC(=O)c1ccccc1NC(=O)c1ccoc1C	11	1.4	7	0.3

(continued)
SMILES	MITF primary	GPR151 ag	TEAD-YAP inh	FBW7 activator
Nc1ccc2nc(CN3CCOCC3)[nH]c2c1	6	-0.6	14	0.3
Cc1ccc(C(=O)N/C(=C\c2ccco2)C(=O)N2CCCN(C)CC2)cc1C	3	1.0	2	0.1
COC(=O)c1ccc2c(c1)N(Cc1ccc(C(F)(F)F)o1)C(=O)C(C)O2 (stereo unspecified)	23	0.3	-1	0.0
COc1ccc2c(c1)CC(C)C/C2=N\NC(=O)c1ccco1 (stereo unspecified)	11	-2.0	-39	-0.1
COC(C(=O)N1CCOc2ccc(CN3CCN(C(C)=O)CC3)cc2C1)c1ccccc1 (stereo unspecified)	-12	0.3	5	0.1
CN1CCN(C(=O)/C(=C/c2cccc(F)c2)NC(=O)c2ccccc2Br)CC1	-4	-0.7	-3	-0.1
Cc1ccc(OCCOCC(O)CN2CCN(c3ccc(F)cc3)CC2)cc1C (stereo unspecified)	-4	0.5	21	-0.2
O=C(Cn1c(C(=O)N2CCOCC2)cc2sccc21)c1ccccc1	2	-0.3	13	0.2
CCOC(=O)C1=C(Cn2cnc3ccccc32)NC(=O)NC1c1cc(C)ccc1C (stereo unspecified)	7	1.0	11	0.2
CC1=C(C(=O)Nc2ccc(Cl)cc2)C(c2ccc(Cl)cc2Cl)n2ncnc2N1 (stereo unspecified)	25	0.9	6	0.4
CCCCOc1ccccc1C1C(C(=O)OC)=CN(C(C)C)C=C1C(=O)OC	-18	-1.1	8	0.7
CCCN(CCC)CCCNC(=O)c1ccc2c(SCC(=O)O)c3c(nc2c1)CCC3	17	-0.4	3	-0.1
COc1ccc(-n2c(SCC(N)=O)nc3ccc(Br)cc3c2=O)cc1	1	-0.2	-10	-0.1
COC(=O)C1=CN(CC2CCCO2)C=C(C(=O)OC)C1c1ccc(Cl)c(Cl)c1 (stereo unspecified)	-33	0.4	-8	0.5
N#CC1=C(N)OC2=C(C(=O)c3ccccc3C2=O)C1c1ccc2ccccc2c1 (stereo unspecified)	-3	0.8	-5	0.1
CC(=O)N1c2ccc(S(=O)(=O)NCCC(=O)NCCc3ccc(C)cc3)cc2CC1C (stereo unspecified)	2	0.6	3	0.1
C=CCOc1ccc(/C(O)=C2/C(=O)C(=O)N(CCN3CCOCC3)C2c2ccc(Cl)cc2)c(C)c1 (stereo unspecified)	23	0.2	-1	0.0
COc1cc(-c2nc(Nc3cccc(C)c3)c3ccccc3n2)cc(OC)c1OC	2	0.2	21	0.2
CCCN(CCC)CCNC(=O)CNC(=O)Cn1cnc2sc3c(c2c1=O)CCCC3	18	-2.2	15	0.0
N#Cc1c(N)sc2c1CCCCC2	11	0.9	-9	-0.1
CCN(CCCNC(=O)c1nn(-c2cc(OC)cc(OC)c2)c(=O)c2ccccc12)c1cccc(C)c1	2	-1.0	6	-0.1
C=CC[n+]1c(-c2ccc(OC)cc2)csc1NNC(=O)Nc1ccccc1	14	-0.4	-36	0.6
CCOc1ccc(CN2CCN(Cc3cn(C)c4ccccc34)CC2CCO)cc1 (stereo unspecified)	5	-1.5	1	0.1
CCOC(=O)c1ccc(NC(=O)Cc2cccs2)cc1	22	-1.7	-48	0.1
CS(=O)(=O)N1CCC(C(=O)NC2(c3ccc4c(c3)OCO4)CCCC2)CC1	-15	-0.1	-7	0.0
CCc1[nH]c(=O)c(C#N)c2c1CCCC2	-9	0.2	3	0.0
COc1ccc(N2CCN(C3CCCN(C4CCOCC4)C3)CC2)cc1 (stereo unspecified)	-12	-0.8	-2	-0.1
CCCOc1c(Cl)cc(C(=O)NCc2ccc(S(N)(=O)=O)cc2)cc1Cl	18	-1.2	1	0.0
Cc1oc2cc([N+](=O)[O-])c(O)c([N+](=O)[O-])c2c1C(=O)c1ccc(Br)cc1	4	0.7	4	-0.1
COc1cc(NC(=O)c2ccc(Cl)cc2)c(OC)cc1NC(=O)CN1CCOCC1	17	-0.6	-49	0.1
CC(=O)Nc1ccc(Nc2nc(Nc3ccc(C(F)(F)F)cc3)nc3c2ncn3Cc2ccc(C(F)(F)F)cc2)cc1	7	2.8	3	0.0
COc1ccc(-c2cn3c4c(=O)n(C)c(=O)n(C)c4nc3n2-c2cccc(C(F)(F)F)c2)cc1	-3	0.7	3	0.0
Brc1ccc(-c2nnc3sc(CN4CCCCCC4)cn23)cc1	-8	0.7	-1	-0.2
O=C(CC(NCCO)C(=O)O)Nc1cccc(O)c1 (stereo unspecified)	0	3.0	3	0.0
CCC1NC(=S)N(c2ccccc2)C1=O (stereo unspecified)	20	-1.5	4	0.3
CCOC(=O)C(C)N1C(=O)S/C(=C/c2ccc(SC)cc2)C1=O (stereo unspecified)	6	0.1	-10	0.0

Shown as a markdown table: part of the list above.
| SMILES | MITF primary | GPR151 ag | TEAD-YAP inh | FBW7 activator |
| --- | --- | --- | --- | --- |
| CS(=O)(=O)N1CCC(C(=O)NC2(c3ccc4c(c3)OCO4)CCCC2)CC1 | -15 | -0.1 | -7 | 0.0 |
| CCC1NC(=S)N(c2ccccc2)C1=O (stereo unspecified) | 20 | -1.5 | 4 | 0.3 |
| COc1cc(NC(=O)c2ccc(Cl)cc2)c(OC)cc1NC(=O)CN1CCOCC1 | 17 | -0.6 | -49 | 0.1 |
| O=C(CC(NCCO)C(=O)O)Nc1cccc(O)c1 (stereo unspecified) | 0 | 3.0 | 3 | 0.0 |
| COc1ccc(N2CCN(C3CCCN(C4CCOCC4)C3)CC2)cc1 (stereo unspecified) | -12 | -0.8 | -2 | -0.1 |
| Cc1oc2cc([N+](=O)[O-])c(O)c([N+](=O)[O-])c2c1C(=O)c1ccc(Br)cc1 | 4 | 0.7 | 4 | -0.1 |
| Brc1ccc(-c2nnc3sc(CN4CCCCCC4)cn23)cc1 | -8 | 0.7 | -1 | -0.2 |

Next part:
SMILES	MITF primary	GPR151 ag	TEAD-YAP inh	FBW7 activator
O=C(CN1CCC(O)(c2ccc3c(c2)OCO3)CC1)Nc1ccc(F)cc1	-1	-1.3	3	0.0
O=C(Nc1ccc2c(c1)Cc1ccccc1-2)c1cc(I)ccc1Cl	9	0.4	14	-0.2
CC1CN(Cc2nc3c([nH]2)c(=O)n(C)c(=O)n3C)CC(C)O1 (stereo unspecified)	9	-1.1	6	0.7
O=C(O)CC1S/C(=N/N=C2c3ccccc3-c3ccccc32)NC1=O (stereo unspecified)	8	1.0	5	0.1
Cc1cc(C)c(NC(=O)C2CCN(S(=O)(=O)c3cccs3)CC2)c(C)c1	-3	0.1	-11	0.1
O=S(=O)(NCC1CCCN(C2Cc3ccccc3C2)C1)c1cccc2cccnc12 (stereo unspecified)	6	1.5	6	-0.1
COc1cc(OC)c(C#N)c(SCc2ccccc2)c1	1	-1.3	3	-0.1
CCOc1cc(CN2CCCCC2C)ccc1OC (stereo unspecified)	10	0.2	-6	0.2

Screening data from PubChem BioAssay.
